# 14-3-3g Raf = alters human 14-3-3 gamma binding to Raf peptide; P61981; inhibition, % at 40 µM; FP, 14-3-3gamma / TMR-pS259-Raf peptide binding; 160,000 compounds, 0.19% hits; AID 422; in the data active = inhibition above about 30%;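 note: 0% = protein plus tracer without compound and 100% = blank with tracer alone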
# Target sequence (P61981 whole entry, looked up): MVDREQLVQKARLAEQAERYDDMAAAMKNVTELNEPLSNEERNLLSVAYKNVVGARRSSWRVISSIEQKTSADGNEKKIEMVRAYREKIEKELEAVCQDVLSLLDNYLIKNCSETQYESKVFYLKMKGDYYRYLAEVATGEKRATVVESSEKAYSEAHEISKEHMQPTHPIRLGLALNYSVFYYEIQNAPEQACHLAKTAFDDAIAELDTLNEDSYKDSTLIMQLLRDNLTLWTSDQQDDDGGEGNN
# * hit, by the source's call; & = joins results of further samples. The list is partial. The share of hits here may be higher or lower than overall.
Molecule	14-3-3g Raf
Cc1cc(N2C(=O)CSC2c2cccc(C(F)(F)F)c2)ccc1Br (configuration not stated)	3
Cc1ccn2c(Nc3ccc4c(c3)OCO4)c(-c3ccc(C)o3)nc2c1	-7
CN1C(=O)CC(C(=O)NCCc2ccccc2)SC1=Nc1ccc(I)cc1 (configuration not stated)	10
O=C(COc1ccccc1O)NCCN1CCOCC1	-3
CSc1ccc(OC(=O)c2ccccc2F)cc1	-5
COc1ccc(Cl)cc1NC(=O)Cn1cnc2ccc(S(=O)(=O)N3CCC(C)CC3)cc2c1=O	1
Cc1ccc2[nH]c(=O)c3cc(C(=O)N4CCC(Cc5ccccc5)CC4)sc3c2c1	0
COc1ccc(C(=O)Nc2ccc(-c3cn4ccsc4n3)cc2)cc1S(=O)(=O)N1CCOCC1	1
CSc1nc2ccc(Nc3nc(N4CCOCC4)nc(N4CCOCC4)n3)cc2s1	-3
O=C(CC(=O)c1ccccc1)Nc1cccnc1Cl	-4
NC(=O)C1CCN(C(=O)C2CCN(S(=O)(=O)c3ccccc3)CC2)CC1	-1
COc1cc(C=Nc2ccc(C#N)cc2)ccc1OC(C)=O	1
COc1ccc2c(c1OC)C(=O)N(c1ccc(OCc3ccccc3)cc1)C2=O	-2
COC(=O)C1=C(C)N(C)C(C)=C(C(=O)OC)C1c1ccccc1C	4&2
Cc1ccccc1CSc1cn(CCNC(=O)c2ccccc2F)c2ccccc12	-6
CCOCCn1c(CN2CCN(C)CC2)nc2c1c(=O)n(C)c(=O)n2C	1
CC(=O)c1ccc(NC(=O)c2ccc(N)cc2)cc1	-1
CCCCCCSc1nsc(NC(C)=O)n1	-7
Cc1ccc(OCC(=O)N2CCN(C(=O)COc3ccc(C)cc3Br)CC2)c(Br)c1	2
CC(C)NC(=O)c1ccc(Cn2c(=S)[nH]c3ccc(Br)cc3c2=O)cc1	4
CC(C)(C)NC(=O)c1cccc(NC(=O)c2ccc(NC(=O)c3ccco3)cc2)c1	-8
CCn1ccnc1C(O)c1cccc(OC)c1 (configuration not stated)	-1
Cc1cc2c(cc1C)NC1(C(=O)Nc3ccccc31)C1=C(CC(C)(C)CC1=O)N2 (configuration not stated)	5
COc1ccc(N2CCN(C(=O)CN3C(=O)C4CC=CCC4C3=O)CC2)cc1 (configuration not stated)	-1
CCOC(=O)c1ccc(COC(=O)CCc2nc3ccccc3[nH]c2=O)o1	5
O=C1c2ccccc2C(=O)c2c1cc(N1CCCCC1)cc2N1CCCCC1	-29
COc1ccc(-c2csc(Nc3ccc(N(C)C)cc3)n2)cc1	5
O=[N+]([O-])c1c(Nc2ccccc2)sc2ccccc12	-10
O=C1C(=O)N(CCO)C(c2cccnc2)/C1=C(\O)c1ccc(Cl)cc1 (configuration not stated)	1
O=C(Nc1ccc(-c2csc(Nc3cccc(Cl)c3)n2)cc1)c1ccccc1	-13

# An excerpt from further up, for reference:
Molecule	14-3-3g Raf
O=C1C(=O)N(CCO)C(c2cccnc2)/C1=C(\O)c1ccc(Cl)cc1 (configuration not stated)	1
O=C(Nc1ccc(-c2csc(Nc3cccc(Cl)c3)n2)cc1)c1ccccc1	-13

# Other entries:
Molecule	14-3-3g Raf
Nc1c(C(=O)NC2CC2)c2nc3ccccc3nc2n1-c1ccc2c(c1)OCO2	-9
CCCOc1ccc(C2C(=O)N(C3CCCCC3)CC(=O)N2Cc2ccccc2OC)cc1OC (configuration not stated)	-2
Cc1ccc(NC(=O)c2cc(N3CCOCC3)nc3ccccc23)cc1	-4
CCC(=O)Nc1c(C#N)c2nc3ccccc3nc2n1C1CCCCC1	-1
Cc1ccc(OCc2nnc(SCC(=O)NC3CCCCC3C)o2)cc1 (configuration not stated)	-4
O=C(CN1CCOCC1)N1c2ccccc2CCc2ccccc21	2
CCOc1ccccc1CNC(=O)CN1C(=O)COc2ccc(C(C)(C)C)cc21	0
CC(=O)CCN1C(=O)C(=O)c2ccccc21	-36
O=C(Nc1ccc(-c2noc(-c3ccccc3)n2)cc1)c1ccco1	-22
OC1(C(F)(F)F)CC(c2ccccc2)=NN1c1cccc2cccnc12 (configuration not stated)	-12
COC(=O)c1ccccc1N1C(=O)C2C(C1=O)[C@H]1C=C[C@@H]2C1 (some centres not stated)	2
COc1cccc(NC(=O)N2CCC(C(=O)Nc3ccc(C)cc3C)CC2)c1	-9
Cc1ccc(-n2c(=O)c3c4c(sc3n(CC(=O)NCc3ccco3)c2=O)CCC4)cc1C	-5
COc1ccccc1CNC(=O)C1CC(=O)N(c2ccc(C)cc2)C1 (configuration not stated)	0
O=C(Nc1ccc2nc(-c3ccc(Br)o3)[nH]c2c1)c1ccco1	-17
CC(=O)N1CCc2cc(Br)cc(S(=O)(=O)CCC(=O)Nc3c(C)n(C)n(-c4ccccc4)c3=O)c21	-7
CCCC(=O)N1c2ccccc2-c2nnc(SC)nc2OC1C (configuration not stated)	0
CCOc1ccccc1-c1c(C#N)c(N)nc2c1CCCCC2	-2
Cn1c2ccccc2c2nnc(SCc3ccc4nonc4c3)nc21	-12
Cc1ccc(CNC(=O)CCCn2c(=O)c3sccc3n(Cc3ccccc3C)c2=O)cc1	-2
NCC(O)(CS(=O)(=O)O)c1ccc(Cl)cc1 (configuration not stated)	-5
COc1ccc(-c2nn(-c3ccccc3)cc2C(=O)N(C)C)cc1	2
CC(C)(C)c1ccc(C(=O)Nc2cc(C(=O)NC3CCCCNC3=O)ccc2N2CC3CC(C2)c2cccc(=O)n2C3)cc1 (configuration not stated)	-2
N#Cc1c(N)nc(SCC(=O)NC2CCCCC2)c(C#N)c1-c1ccc(Cl)cc1	-12
COc1cccc(-c2nc3cc(N=Cc4cccc(I)c4)ccc3o2)c1	-18
Cc1c(C(=O)O)sc2ncn(CC(=O)Nc3cccc(C(F)(F)F)c3)c(=O)c12	-2
Cc1ccccc1NC(=O)C(=O)NCc1cccnc1	16
COc1ccc(NS(=O)(=O)c2c(C)[nH]c(=O)[nH]c2=O)c(OC)c1	-7
Cc1cccn2c(=O)c3cc(C(=O)N4CCCCC4)c(=N)n(CC4CCCO4)c3nc12 (configuration not stated)	7
O=C1CN(O)C=C2N=c3ccccc3=C2N1c1ccc([N+](=O)[O-])cc1	-2
Cn1nnnc1SCC(=O)NC(=O)Cc1ccccc1	3
CC(NC(=O)c1cc(=O)[nH]c2ccc(S(=O)(=O)N3CCCC3)cc12)c1ccccc1 (configuration not stated)	-6
CCN1CCN(c2ncnc3c2sc(=S)n3-c2ccccc2)CC1	-5
Cc1cc(C)cc(-n2ccnc2SCC(=O)N2CCc3ccccc32)c1	-1
COc1cc(OC)cc(C(=O)Nc2ccc(N3CCOCC3)c(Cl)c2)c1	-4
O=C(NCCN1C(=O)CCC1=O)c1ccncc1	-3
CCOc1ccccc1C(=O)N1CC(=O)Nc2ccc(C)cc2C1c1ccc(F)cc1 (configuration not stated)	-7
COc1ccc(NC(=O)c2cc3c(CO)cnc(C)c3oc2=Nc2ccc(C(F)(F)F)cc2)c(OC)c1	-4
O=C(NC1CCCCCCC1)C1CCCN(S(=O)(=O)c2cnc[nH]2)C1 (configuration not stated)	-3
COc1ccc(-c2cc(C(=O)N3CCCC3)c3ccccc3n2)cc1	-3
CCOc1ccc(CCNC(=O)C2CCN(c3nnc(-n4cccc4)s3)CC2)cc1OCC	-10
COc1ccc(C(=O)N2N=C(C)CC2(O)C(F)(F)F)cc1 (configuration not stated)	2
COc1ccc(NS(=O)(=O)c2ccc3oc(Nc4ccc5c(c4)OCCO5)nc3c2)cc1	-6
O=C(C1CC(=O)N(C2CCCC2)C1)N1CCN(c2ccc(F)cc2)CC1 (configuration not stated)	-6&0
O=C(Nc1ccc(F)cc1)c1cc([N+](=O)[O-])nn1Cc1ccccc1	2
Cc1ccc(-c2cc(C(F)(F)F)n3ncc(C(=O)NCc4ccco4)c3n2)cc1	-4&-4
COc1ccc(C(=O)N2CCC(C(=O)Nc3cccc(C)c3)CC2)cc1OC	-2
COC(=O)c1ccccc1NC(=O)c1cc2ccccc2o1	-7
COCCCNC(=O)CCN1N=C(c2ccccc2)CCC1=O	2
CCCCN(C)C(=O)c1nn(-c2cccc(OC)c2)c(=O)c2ccccc12	-1
CCOC(=O)c1ccc(NC2c3ccccc3C(=O)N2c2cccnc2)cc1 (configuration not stated)	-1
O=C(Nc1ccccc1F)C(Cc1ccccc1)NS(=O)(=O)c1cccs1 (configuration not stated)	-5
COC(=O)C1CCN(C(=O)C2CCCCC2)CC1	-6
O=c1c2ccccc2c(=O)c2c1c(NCc1ccccc1)cc1oc3ccccc3[nH]c12	-10
C1CNCCOCCOCCNCCN1	-4
CC12C=CC3(CN(Cc4ccccc4)C(=O)C3C1C(=O)n1ccnc1)O2 (configuration not stated)	-6
CCOc1ccc(C2C=C(c3ccc(CC)cc3)Nc3nnnn32)cc1OC (configuration not stated)	-4
CC(=O)C1=C(O)C(=O)OC1c1ccc(Cl)cc1 (configuration not stated)	9
COc1ccc(N2C(=O)C3C4c5ccccc5C(C)(c5ccccc54)C3C2=O)c([N+](=O)[O-])c1 (configuration not stated)	-15
CCOc1ccc(-n2cc(C(=O)N3CCN(C)CC3)c3cc(OC)c(OC)cc3c2=O)cc1	-7

# The closing 2 compounds of the section before open the next one:
Molecule	14-3-3g Raf
COc1ccc(N2C(=O)C3C4c5ccccc5C(C)(c5ccccc54)C3C2=O)c([N+](=O)[O-])c1 (configuration not stated)	-15
CCOc1ccc(-n2cc(C(=O)N3CCN(C)CC3)c3cc(OC)c(OC)cc3c2=O)cc1	-7
COc1ccccc1CNC(=O)CSc1nc2ccccc2n1S(=O)(=O)c1cccc([N+](=O)[O-])c1	-14
O=C1c2ccccc2-c2onc3c(N4CCCC4)cc(Nc4ccc(Cl)cc4)c1c23	-82
Cc1c(C(=O)Nc2ccccc2Cl)sc2ncn(CC(=O)N3CCOCC3)c(=O)c12	-4
Cc1ccc(-c2noc(CSc3nc(-c4ccccc4)cc(=O)[nH]3)n2)cc1	0
NC(=O)c1cccc(NC(=O)c2ccccc2I)c1	-3
CC(C)NCC(O)c1cc(O)cc(O)c1 (configuration not stated)	-6
COc1cc(COc2ccc3c(C)c(CC(=O)O)c(=O)oc3c2C)cc(OC)c1OC	3
Cc1cccc(N=C2NC(=O)/C(=C3/C(=O)N(C)c4ccccc43)S2)c1C	-56
CC(=O)NC1CC2CCCC(C1)N2CC(=O)NCc1ccc(F)cc1 (configuration not stated)	0
COc1ccc(N2CCCn3c2nc2c3c(=O)n(Cc3ccccc3F)c(=O)n2C)c(OC)c1	-3
CC1CCCC(NC(=O)c2ccc3c(=O)n(CCCN4CCCC4=O)c(=S)[nH]c3c2)C1C (configuration not stated)	-7
CCOC(=O)C1=C(C)NC(C)=C(C(=O)OCC)C1c1ccccc1	24
COc1cccc(NC(=O)CSc2nc3ccccc3[nH]2)c1	-3
COC(=O)C1=C(C(=O)OC)SC(=C2C(=S)C(C)(C)N(C(=O)c3cccc(F)c3)c3c(C)cccc32)S1	3
COc1cc(C)nc(N(C)S(=O)(=O)c2ccccc2Cl)n1	3
Cc1ccc(NC(=O)C2C3C=CC4(O3)C2C(=O)N(Cc2ccc3c(c2)OCO3)C4C(=O)NC2CCCCC2)cc1Cl (configuration not stated)	1
COc1ccc(C2SCCN2C(=O)c2cccc([N+](=O)[O-])c2C(=O)O)cc1Br (configuration not stated)	1
O=C1OC(NC(=O)c2ccccc2)C(N2CCOCC2)=C1Cl (configuration not stated)	-3&-9
O=C1CN(C(=O)c2ccccc2Br)C(c2ccc(F)cc2)c2cc(Br)ccc2N1 (configuration not stated)	-7
C=CCn1c(N)c(C(N)=O)sc1=S	-4
CCN1CCCC1CNC(=O)c1cn(C)c(=O)c2cc(OC)c(OC)cc12 (configuration not stated)	0
CC(CCc1ccccc1)NC(=O)C1CCCN(C(=O)c2cc3sccc3n2C)C1 (configuration not stated)	-2
CCOc1ccc(CC(=O)NCCSc2c[nH]c3ccccc23)cc1	-8
C=CCOc1ccc(C2C3=C(CC(C)(C)CC3=O)Nc3[nH]c(=S)[nH]c(=O)c32)cc1OC (configuration not stated)	-15
CCOc1ccc(N2C(=O)CC(NCCc3ccc(S(N)(=O)=O)cc3)C2=O)cc1 (configuration not stated)	-1&-12
CCC(C)NS(=O)(=O)c1cccc2cccnc12 (configuration not stated)	0
Cc1ccnc(SCC(=O)Nc2oc(-c3ccccc3)c(-c3ccccc3)c2C#N)n1	-3
O=C(Nc1ccc(-c2nc3ncccc3o2)cc1)c1ccccc1F	-18
Brc1ccc(NC2=Nc3ccccc3SC2)cc1	5
CCc1cccc(N(C)C(N)=Nc2cccc3ccccc23)c1	-6
CCCCN(CCCC)Cc1nc2c(c(=O)[nH]1)C1(CCCC1)Cc1ccccc1-2	0
O=C(O)c1cccn1Cc1ccccc1F	-2&12
CCCS(=O)(=O)N1CCN(C(=O)c2cc(OC)cc(OC)c2)CC1	-2&3
COc1ccc(Cc2nnc(SCC(=O)NC3CCCCC3)n2C)cc1	-5
COc1ccc(C2/C(=C(\O)c3ccc(C)cc3)C(=O)C(=O)N2CCCn2ccnc2)cc1 (configuration not stated)	-9
O=c1c2ccccc2nc(C=Cc2c[nH]c3ccccc23)n1-c1ccc([N+](=O)[O-])cc1	2
CCC1CCCCN1CCCNC(=O)c1cc2c(=O)[nH]c3ccccc3c2n1C (configuration not stated)	-55
CC(C)=CCCC1=CCC2C(=O)NNC(=O)C2C1 (configuration not stated)	-1

# Three records drawn at random from the list so far:
Molecule	14-3-3g Raf
CCCS(=O)(=O)N1CCN(C(=O)c2cc(OC)cc(OC)c2)CC1	-2&3
CC(C)=CCCC1=CCC2C(=O)NNC(=O)C2C1 (configuration not stated)	-1
COc1ccc(Cc2nnc(SCC(=O)NC3CCCCC3)n2C)cc1	-5

# Screening data: PubChem BioAssay, Emory University Molecular Libraries Screening Center
